Screens as filed in PubChem BioAssay.
Jurkat NFkB inh: inhibitors of induced NF-kB luciferase reporter, primary screen, TCR NF-kB activation inhibitor project, cell-based, luminescence, uHTS; actives 0.53% (n = 330,000); Jurkat, PMA/ionomycin-induced NF-kB luciferase reporter; inhibition, % at 4 µM; in the data active means inhibition above about 50%
CCR6 antagonist: CCR6 receptor antagonists, primary screen, cell-based, CHO-K1, luminescence, beta-arrestin, uHTS; inhibition, % at 20 µM; actives 0.49% (n = 340,000); CHO-K1 CCR6 PathHunter beta-arrestin, CCL20-stimulated; C-C chemokine receptor type 6 (Homo sapiens), P51684;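 active means compounds whose inhibition of the agonist-driven luminescence signal at 20 µM reaches about 50%, limit read from the data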;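 further: cells stimulated with CCL20 at 14 nM final; plate controls were DMSO with CCL20 for no effect and DMSO without agonist for full effect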
Target sequence (P51684 whole entry, looked up): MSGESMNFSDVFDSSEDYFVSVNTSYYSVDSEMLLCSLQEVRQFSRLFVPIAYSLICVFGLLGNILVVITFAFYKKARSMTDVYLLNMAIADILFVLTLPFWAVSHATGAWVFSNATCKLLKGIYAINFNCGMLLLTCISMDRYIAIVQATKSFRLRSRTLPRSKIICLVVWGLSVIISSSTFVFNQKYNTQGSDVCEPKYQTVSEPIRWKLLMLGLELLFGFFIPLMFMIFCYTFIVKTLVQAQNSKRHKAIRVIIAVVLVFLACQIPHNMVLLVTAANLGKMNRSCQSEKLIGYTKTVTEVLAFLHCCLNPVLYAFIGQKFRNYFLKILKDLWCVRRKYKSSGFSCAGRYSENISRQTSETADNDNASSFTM
697 NFkB inh: inhibitors of PMA/ionomycin-induced NF-kB reporter, 697 cells, primary screen, B-cell NF-kB inhibitor project, cell-based, luminescence, uHTS | 697 B-cell NF-kB luciferase reporter, 16 h | actives 0.33% (n = 330,000) | inhibition, % at 4 µM | AID 435022, 2010; in the data active means inhibition above about 35%
UBC13 inh: UBC13 polyubiquitin chain formation inhibitors, primary screen, biochemical, TR-FRET, uHTS; AID 485273, 2010; actives 0.47% (n = 330,000); inhibition, % at 20 µM; in the data active means inhibition above about 45%, passing the limit was not always enough
Gli-Sufu block: Gli-Sufu pathway antagonists, primary screen, luciferase luminescence, Sufu-KO-LIGHT cells, uHTS | AID 588413, 2011 | Sufu-KO-LIGHT fibroblasts, Gli luciferase reporter luminescence | inhibition, % at 5 µM | actives 0.74% (n = 340,000);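 active means inhibition above about 55%, limit read from the data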;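 further: 0% = DMSO-treated cells and 100% = wells with medium but no cells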
APJ antag: antagonists of human apelin receptor APJ, primary screen, CHO-K1 cells, beta-arrestin complementation, luminescence; P35414; inhibition, % at 20 µM; actives 0.32% (n = 330,000); AID 2521, 2010;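 active means inhibition above about 40% at 20 µM, limit read from the data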;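 further: cells challenged with 10 nM apelin-13 agonist together with compound; plate controls were apelin-13 plus DMSO wells for no effect and DMSO wells lacking apelin-13 for full effect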
EBI2 block: EBI2 receptor antagonists, beta-arrestin recruitment, primary screen, cell-based, luminescence, 7a,25-OHC stimulation, uHTS | G-protein coupled receptor 183 (Homo sapiens), P32249 | 7a,25-OHC stimulated | inhibition, % at 5 µM | actives 0.81% (n = 360,000); in the data active means inhibition above about 38%;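 further: enzyme fragment complementation signal reports receptor beta-arrestin coupling in cells; 0% = agonist plus DMSO wells and 100% = wells without agonist; some results beyond the cut were filed as inactive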
Target sequence (P32249 whole entry, looked up, the tested form may be a part): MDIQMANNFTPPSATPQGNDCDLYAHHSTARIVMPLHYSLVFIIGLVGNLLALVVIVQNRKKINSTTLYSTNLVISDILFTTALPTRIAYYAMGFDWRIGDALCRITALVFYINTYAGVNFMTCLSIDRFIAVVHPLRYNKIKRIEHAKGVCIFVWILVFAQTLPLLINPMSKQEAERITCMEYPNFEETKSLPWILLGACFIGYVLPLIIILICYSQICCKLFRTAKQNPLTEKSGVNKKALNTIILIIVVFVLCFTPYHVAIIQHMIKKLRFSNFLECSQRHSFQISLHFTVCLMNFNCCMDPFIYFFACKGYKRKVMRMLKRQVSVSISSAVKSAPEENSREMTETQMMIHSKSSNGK
CXCR6 inh: CXCR6 receptor inhibitors, primary screen, cell-based, beta-arrestin, luminescence, CHO-K1 PathHunter, 1536-well. inhibition, % at 20 µM. C-X-C chemokine receptor type 6 (Homo sapiens), O00574. actives 0.36% (n = 360,000); in the data active means inhibition above about 34%, passing the limit was not always enough;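 further: antagonist mode with CXCL16 agonist at 10 nM final; 0% = 10 nM CXCL16 with DMSO and 100% = unstimulated wells without agonist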
Target sequence (O00574 whole entry, looked up): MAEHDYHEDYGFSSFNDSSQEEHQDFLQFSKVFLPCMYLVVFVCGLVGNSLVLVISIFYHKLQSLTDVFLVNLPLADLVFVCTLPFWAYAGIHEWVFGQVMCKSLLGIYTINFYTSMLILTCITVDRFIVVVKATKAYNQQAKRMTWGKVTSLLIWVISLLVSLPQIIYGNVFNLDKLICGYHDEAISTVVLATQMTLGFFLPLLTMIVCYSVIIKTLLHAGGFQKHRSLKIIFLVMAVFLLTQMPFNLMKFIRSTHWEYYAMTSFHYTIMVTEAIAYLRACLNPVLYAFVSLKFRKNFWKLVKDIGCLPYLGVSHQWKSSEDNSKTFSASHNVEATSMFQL
Numbers without * were called inactive; . = no result given.

SMILES | Jurkat NFkB inh | CCR6 antagonist | 697 NFkB inh | UBC13 inh | Gli-Sufu block | APJ antag | EBI2 block | CXCR6 inh
O=C(NC1CCCC1)c1noc2c1CCCCC2 | -36 | -4 | -27 | -1 | -42 | 4 | -6 | -7
COc1ccc(CNC(=S)N/N=C/c2ccc(O)c(OC)c2)cc1 | 5 | 3 | 4 | 10 | -1 | 6 | -19 | -6
Cc1c(N=Cc2nc3ccccc3[nH]2)c(=O)n(-c2ccccc2)n1C | -1 | -15 | 23 | -8 | 7 | -8 | -13 | -3
COc1ccc(Cl)cc1NC(=O)CN(C)CC(=O)Nc1ccc2c(c1)OCO2 | 0 | -3 | 23 | 13 | 5 | 22 | -7 | 10
COc1cc(/C=N/n2cnnc2)ccc1OCCOc1ccccc1 | -31 | 3 | 12 | -3 | 4 | 16 | -4 | -5
O=C(Nc1ccc(Cl)cc1)C1CCC(=O)N1Cc1ccccc1Cl (stereo unspecified) | 9 | 2 | 8 | 2 | 6 | 10 | 0 | 0
COc1ccc(NC(=O)Nc2cccc3ccccc23)cc1S(N)(=O)=O | 7 | 11 | 7 | -1 | -16 | 9 | 9 | -8
CC(C(N)=O)N1c2cccc3cccc(c23)S1(=O)=O (stereo unspecified) | 15 | 2 | -2 | 2 | -4 | -18 | 4 | -4
COc1ccc(Cl)cc1NC(=O)COC(=O)CCNC(C)=O | -20 | -3 | -29 | 0 | -8 | 6 | -4 | 1
CC(C)C[C@H]1CNC(=S)N1CC1CCCN1C[C@H](CC(C)C)N1C[C@H](Cc2ccc(O)cc2)N(CC2CCCCCC2)C1=S (stereo partly specified) | . | 11 | . | . | 7 | . | 30 | 15
COc1cc2c3nc4n(c(=O)c3n(CC(=O)NCC3CCCO3)c2cc1OC)CCS4 (stereo unspecified) | -8 | 11 | 12 | 6 | -3 | 4 | -6 | 0
CCn1c(SCC(=O)c2ccc(Cl)s2)nnc1-c1cccs1 | -20 | 30 | -22 | -6 | -10 | 7 | 1 | -2
Cc1ccc(S(=O)(=O)NCCc2nnc(SCc3cccnc3)n2C)cc1 | 0 | 15 | 16 | 4 | 16 | 3 | 5 | 3
COc1ccc(CCNC(=O)c2c(O)c3ccccc3[nH]c2=O)cc1OC | 5 | 0 | -4 | 10 | -1 | -19 | -13 | 0
Cc1ccccc1S(=O)(=O)Cc1ccc(C(=O)N(C)C2CCCCC2)o1 | 11 | 2 | 7 | 4 | 4 | -2 | 6 | -4
O=C(NCCC1=CCCCC1)C1CCN(S(=O)(=O)c2cccc3cccnc23)CC1 | 6 | 1 | -8 | -4 | -4 | -13 | -2 | -4
O=C(NCC1CCCO1)/C(=C/c1ccccc1F)NC(=O)c1ccccc1 (stereo unspecified) | 6 | 13 | -4 | -10 | 22 | -7 | -5 | 6
O=C(NCc1ccccc1)NC1CCCCC1 | -8 | 11 | 12 | 0 | -12 | 7 | -14 | -4
COc1cccc(CN2CCNC(=O)C2CC(=O)N(C)CCC2CCOCC2)c1 (stereo unspecified) | -1 | 2 | 10 | 7 | 9 | 14 | -11 | -10
NC(=O)C1CCN(c2ccnc3cc(Cl)ccc23)CC1 | 3 | 8 | -8 | -11 | 5 | -30 | -3 | 4
Cc1cc2cc(CN(CCCN3CCOCC3)C(=O)NC3CCCCC3)c(=O)[nH]c2cc1C | 0 | -4 | -6 | 1 | 12 | 4 | 0 | -2
Cn1nc(C(=O)OCC(=O)Nc2cc(Cl)ccc2C#N)c2ccccc2c1=O | 1 | 13 | 6 | 21 | -7 | -3 | -6 | 1
CC(C)c1ccc(CNc2ccc([N+](=O)[O-])cn2)cc1 | -26 | 28 | -34 | -4 | -41 | -5 | 13 | 4
O=C(NCCCn1ccnc1)/C(=C/c1cccnc1)NC(=O)c1ccco1 | 0 | -3 | 7 | 3 | 5 | -7 | -5 | -1
CNC(=O)CCCCCNS(=O)(=O)c1ccc(C)cc1 | 18 | 0 | 23 | -1 | -9 | -3 | -9 | 1

The closing 2 entries of the part before open the next one:
SMILES | Jurkat NFkB inh | CCR6 antagonist | 697 NFkB inh | UBC13 inh | Gli-Sufu block | APJ antag | EBI2 block | CXCR6 inh
O=C(NCCCn1ccnc1)/C(=C/c1cccnc1)NC(=O)c1ccco1 | 0 | -3 | 7 | 3 | 5 | -7 | -5 | -1
CNC(=O)CCCCCNS(=O)(=O)c1ccc(C)cc1 | 18 | 0 | 23 | -1 | -9 | -3 | -9 | 1
Cc1ccc(-n2nc3c(N4CCC(C(=O)N5CCC(C(N)=O)CC5)CC4)nnc(C)c3c2C)cc1 | -9 | 15 | -29 | -4 | 2 | 10 | -4 | -2
COc1ccc(C2C(C#N)=C(N)N(c3cccnc3)C3=C2C(=O)CC(C)(C)C3)cc1OC (stereo unspecified) | 11 | 11 | 11 | 4 | 2 | -3 | -4 | -10
CN(C)c1ccc(NC(=O)c2cccc(N3C(=O)CCC3=O)c2)cc1 | -7 | -10 | -7 | -9 | -2 | 1 | -7 | -6
COc1cc(CN2CCC(CO)(CCOc3ccccc3)CC2)cc(OC)c1 | 4 | 20 | 12 | -17 | 10 | -2 | -2 | 6
COc1ccc(CC(=O)O/N=C(\N)c2ccncc2)cc1 | 0 | 16 | 8 | -3 | -14 | -2 | -6 | -6
NC1=NC2(CCCCCC2)n2c(nc3ccccc32)N1 | -9 | -2 | -43 | 3 | 19 | 5 | -10 | -3
CC(C)CC1NC(=O)N(CC(=O)N2c3ccccc3NC(=O)C2(C)C)C1=O (stereo unspecified) | 7 | 2 | 11 | -6 | 0 | 5 | -1 | 6
O=C(c1ccc(F)cc1)N(NC(=O)C(O)(c1ccccc1)c1ccccc1)c1ccccc1 | 7 | 7 | 3 | 3 | 10 | -4 | 21 | 4
COc1ccc(C(=O)NCC(=O)OCC(=O)N2CCN(S(=O)(=O)c3ccccc3)CC2)cc1 | -3 | 12 | -10 | -6 | -2 | 1 | -5 | -2
CSC1=C(C#N)C(=O)NC(c2ccc(Cl)cc2)S1 (stereo unspecified) | -30 | 8 | -34 | -8 | 3 | 7 | -12 | -3
N#CCSc1nnc(SCC#N)s1 | -7 | 6 | -32 | -15 | 11 | -21 | -9 | -4
COC(=O)C1=C(C)NC2=C(C(=O)CCC2)C1c1cccc(C)n1 (stereo unspecified) | 1 | -4 | 19 | 7 | 0 | -8 | 4 | 4
O=C(C1CCN(S(=O)(=O)c2ccc(Br)cc2)CC1)N1CCOCC1 | 11 | 6 | 4 | -5 | 8 | 10 | -16 | 3
O=C(Nc1ccccc1)N(Cc1cccnc1)Cc1ccco1 | -4 | 14 | -12 | -4 | 5 | 4 | -8 | -2
CCOC(=O)c1ccc(-n2c(C)nc3ccc(Br)cc3c2=O)cc1 | -4 | 1 | -11 | -5 | -2 | -11 | 3 | 2
Cc1ccccc1NS(=O)(=O)c1cc(S(C)(=O)=O)ccc1Cl | 6 | 7 | 8 | -11 | 11 | 9 | 13 | 8
CCN(CC)S(=O)(=O)c1ccc(NN=c2c(=O)c3ccccc3c2=O)cc1 | 11 | 36 | 35 | -10 | 5 | 32 | 9 | 25
Cc1cc(C)c(C#N)c(SCC(=O)N(CCC#N)c2ccc3c(c2)OCCO3)n1 | 9 | 6 | 11 | 5 | 2 | 16 | -1 | -9
COc1ccc(CCN2C(=O)CC(NNC(=O)c3cccc(O)c3)C2=O)cc1 (stereo unspecified) | 8 | 5 | 10 | -5 | -37 | 10 | 2 | 4
CCOCN(C(=O)Cn1c(CO)nc2ccccc21)c1c(C)cccc1CC | 6 | -4 | 9 | -8 | -3 | -1 | 3 | -1
CC(C)(C)c1nnc2cccc(Cl)n12 | 9 | 2 | 10 | 8 | -9 | 4 | -7 | -3
O=C(CC1CCCCC1)NCc1ccccc1 | -22 | 4 | -24 | 7 | -20 | 13 | 3 | 24
CC(C)C(C(=O)NCc1ccco1)N(C(=O)CNS(=O)(=O)c1ccccc1)c1ccccc1 (stereo unspecified) | -20 | -8 | -6 | -7 | 10 | -23 | -6 | -2
O=C(CN1C(=O)NC2(CCc3ccccc32)C1=O)Nc1ccccc1Cl (stereo unspecified) | -6 | 5 | 23 | 4 | -1 | 3 | 2 | 11
Cc1cc(OCC(=O)C(C)(C)C)c2c(C)c(C)c(=O)oc2c1 | 5 | 4 | 9 | 10 | -2 | -5 | -16 | 9

Next compounds follow:
SMILES | Jurkat NFkB inh | CCR6 antagonist | 697 NFkB inh | UBC13 inh | Gli-Sufu block | APJ antag | EBI2 block | CXCR6 inh
CC(C)(C)c1ccccc1NC(=S)NC1CCCCC1 | 8 | 12 | -3 | 22 | 5 | 21 | 1 | 8
COC(=O)C1Cc2ccccc2CN1S(=O)(=O)c1ccc(C)cc1 (stereo unspecified) | -9 | 0 | -31 | -8 | 23 | -10 | 8 | 7
COc1cc(CN(C)C(=O)C2CCN(S(=O)(=O)c3cccs3)CC2)ccc1OC(F)F | . | 16 | . | . | 6 | . | -6 | -6
Cc1nc(SCc2nc3ccc(C(=O)c4ccccc4)cc3[nH]2)c2oc3ccccc3c2n1 | -6 | 11 | 10 | -22 | 4 | -2 | 10 | 16
Clc1ccc(CNc2nc(N3CCOCC3)nc(N3CCOCC3)n2)cc1 | -4 | 12 | -1 | 7 | -4 | 9 | -3 | -7
C=CCN1C(=O)C2(C(C(=O)c3ccc(C)o3)=C(O)C(=O)N2CCCN2CCOCC2)c2ccccc21 (stereo unspecified) | -1 | 10 | -3 | 1 | 8 | -3 | 7 | 0
Cc1cccc(-n2ncc3c(N(C)Cc4ccccc4)ncnc32)c1 | -78 | 17 | -116 | 14 | . | -76 | 16 | -18
Cc1ccc(OCc2nnc(SCC(=O)Nc3ccc4c(c3)OCO4)n2C)cc1 | 17 | -1 | 4 | -4 | 8 | 10 | -8 | -7
CCOc1ccc(CN2CCNC(=O)C2CC(=O)NCc2ccccn2)cc1 (stereo unspecified) | 6 | -9 | 10 | 6 | -1 | 19 | 3 | -6
C=CCn1c(SCC(=O)N2CCOCC2)nc2c([nH]c3ccccc32)c1=O | 13 | 4 | 6 | -5 | 19 | -35 | 12 | 8
C/C(=N\NC(=O)c1ccc(O)cc1)c1ccc(N2CCOCC2)cc1 | -9 | 5 | 13 | 2 | -2 | -11 | -8 | -13
CCC1(C(=O)OC)CCc2c(cc(OC)c3ccccc23)C1=O (stereo unspecified) | -5 | 2 | 10 | 20 | -5 | -4 | 9 | -1
COC(=O)Cc1ccc(NC(=S)N2CCN(C)CC2)cc1 | -5 | 3 | 4 | 5 | -26 | 7 | -1 | -4
COc1ccc(C(=O)N/N=C(\C)c2ccccn2)cc1OC | 96* | 75* | -50 | -8 | 95* | 76* | 58* | 51*
O=C(CCCc1ccccc1)NCCS(=O)(=O)N1CCN(c2ccc(F)cc2)CC1 | 10 | 10 | 10 | -1 | -4 | -55 | -4 | -1
C/C(=N\NC(=O)c1ccc(Cl)c(S(=O)(=O)Nc2ccccc2Cl)c1)c1ccncc1 | -1 | 0 | 8 | -2 | 9 | -11 | -10 | -4
CCc1cccc(NC(=O)c2ccc(Cn3nc(C)cc3C)o2)c1 | -3 | 18 | -64 | -10 | 5 | -20 | 9 | 6

An excerpt from above with just UBC13 inh:
canonical_smiles	UBC13 inh
COC(=O)C1Cc2ccccc2CN1S(=O)(=O)c1ccc(C)cc1 (stereo unspecified)	-8
C/C(=N\NC(=O)c1ccc(O)cc1)c1ccc(N2CCOCC2)cc1	2
COc1ccc(C(=O)N/N=C(\C)c2ccccn2)cc1OC	-8
CCC1(C(=O)OC)CCc2c(cc(OC)c3ccccc23)C1=O (stereo unspecified)	20
Cc1cccc(-n2ncc3c(N(C)Cc4ccccc4)ncnc32)c1	14
C=CCN1C(=O)C2(C(C(=O)c3ccc(C)o3)=C(O)C(=O)N2CCCN2CCOCC2)c2ccccc21 (stereo unspecified)	1
